# Screens (PubChem)
# ERK EGF inh: blocks ERK signaling stimulated by EGF | HEK293-V1b, EGF-stimulated phospho-ERK AlphaScreen | Potency, µM (titrated, usually from 11.5 µM), for inactives: at the highest dose activity change, negative = inhibition, most hits filed as inhibitors | actives 0.41% (n = 130,000) | AID 1454; active means well fitted inhibition curve with a large enough effect; inconclusive means small, poorly fitted or top-dose-only effect, or effect the other way;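 further: plate controls were stimulated vehicle wells for no effect and unstimulated vehicle basal for full effect; nearly all actives have a fitted effect of over 55% in size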
#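 Cell line HEK293 (stable V1b), low serum overnight. Pretreatment: compound 30 min, 37C. EGF 25 nM, 5 min. Detection: SureFire AlphaScreen, 5 h RT. AC50 via standard Hill equation.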
# * marks the source's active call; other numbers are inactive results; ? = inconclusive; & = joins results of further samples; [ ] = another dose, or the depositor's remark. Potency means the concentration at half of the fitted maximal effect. These rows are one share of the data (hit frequency here may not be typical).
Structure | ERK EGF inh
Cn1c(=O)[nH]c(=O)c2c1nc(Br)n2C/C=N/Nc1ccccc1 | -5%
O=C(O)c1ccc(/C=N\Nc2ccc(S(=O)(=O)N3CCOCC3)cc2[N+](=O)[O-])cc1 | 8%[57.5 µM]
COc1ccc(-c2nc3ncccn3c2Br)cc1 | 0%
CC(=O)Nc1ccc(N2C(=O)CC(N3CCN(Cc4ccc5c(c4)OCO5)CC3)C2=O)cc1 (centres undefined) | 10%
CC/C=C\C[C@H](O)/C=C/C=C\C/C=C\C/C=C\CCCC(=O)O | -12%
O=C(Nc1ccccc1)c1ccccc1C(=O)N1CCCCC1 | 10%
COc1ccc(/C(N)=N/OC(=O)Cc2cccs2)cc1OC | 4%
CCC12OC(=N)C(C#N)(C1C)C(C#N)(C#N)C(c1ccccc1)O2 (centres undefined) | 0%
O=C(NCC#CCOCc1ccccc1)c1ccccc1 | 0%
CCCCCCn1c(=O)[nH]c2c(c1=O)CCC2 | -6%[57.5 µM]
COc1ccc(N=C2SCC(c3ccccc3)=NN2C)cc1 | ?
N#CCCn1cc(C(=O)O)c(-c2cc3ccccc3o2)n1 | 7%
C=CCn1c(-c2oc3nc(-c4ccccc4)cc(-c4ccccc4)c3c2N)n[nH]c1=S | -15%
C=CC(C)(O)CCC=C(C)C (centres undefined) | -3%
Cc1ccc(NC(=S)N(CCCN2CCOCC2)Cc2ccccn2)cc1Cl | 8%
CCSC1=NSC2=NC(=O)/C(=C\c3coc4ccccc4c3=O)C(=N)N12 | 32µM*
Cc1nc(Cl)c(Cl)n1CCOc1ccccc1 | 8%[57.5 µM]
C#CCNC(=O)C1=C[C@@H](c2coc3ccccc3c2=O)C[C@@H](OCCCCO)O1 | 9%[57.5 µM]
O=C(Cn1cc(C(F)(F)F)ccc1=O)N/N=C/c1ccccc1O | 3%[57.5 µM]
C/C(=N\Nc1ccc([N+](=O)[O-])cc1)c1ccc(N2CCOCC2)cc1 | -14%[57.5 µM]
CCn1cc(C(=O)OCC(=O)c2cc(C)n(-c3cccc(C(F)(F)F)c3)c2C)c(=O)c2ccc(C)nc21 | -3%
CCOC(=O)C1CCCN(C(=O)c2ccc(OC)c([N+](=O)[O-])c2)C1 (centres undefined) | -6%
COc1ccc(/C=C/C(=O)OCn2c(SC)nnc(C)c2=O)cc1OC | 7%
CCOC(=O)C1CCN(C2=C(NS(=O)(=O)c3ccc(Cl)cc3)C(=O)c3ccccc3C2=O)CC1 | 32µM*
CCN(CC)Cc1nc2sc(C)c(C)c2c(=O)[nH]1 | -4%
CC(=O)Nc1c(N)c2ccccc2oc1=O | 4%
CCCc1nnc(SCC(=O)N2CCCCC2C)n1CCOC (centres undefined) | -6%
CCOC(=O)COc1ccc(/C=C2\NC(=S)N(CC)C2=O)cc1 | 0%
CC(C)N1C(=O)CC(Nc2cccc3cccc(N)c23)C1=O (centres undefined) | 0%
Cc1cc(C)c(NC(=O)Cn2nnc(C(=O)NCc3ccco3)c2N)c(C)c1 | -3%
O=C(N/N=C/C=C/c1ccccc1)c1cc(C2CC2)[nH]n1 | 8%[57.5 µM]
O=C(NC(=S)Nc1ccccc1N1CCCC1)c1cccc(F)c1 | ?
CC(C(=O)NCC1CCCCC1)N1CCN(S(=O)(=O)/C=C/c2ccccc2)CC1 (centres undefined) | 7%
O=C(CSc1ccc(-c2cccc([N+](=O)[O-])c2)nn1)N1CCCC1 | 1%
OC[C@@H]1O[C@@H](n2cnc3c(NC4CCCC4)ncnc32)[C@H](O)[C@H]1O | -7%
CC1(C)Cc2ccccc2C(CSc2ccccc2C(=O)O)=N1 | -15%
CN(c1ccc(OCC(=O)OCC(=O)Nc2ccc(Br)cc2)cc1)S(=O)(=O)c1cccs1 | 7%
CCCn1c(C)nc2c(NC(C)CCCN(CC)CC)nc(C)nc21 (centres undefined) | -7%
CC(=O)c1c(C)nc(-c2ccc(Cl)cc2Cl)n1O | 2%
Cc1cc(C)cc(Oc2ccc(NC(=O)C3CC=CCC3C(=O)O)cc2)c1 (centres undefined) | -7%

# Reprinted from the part before: five compounds, followed by the next part.
Structure | ERK EGF inh
CC1(C)Cc2ccccc2C(CSc2ccccc2C(=O)O)=N1 | -15%
CN(c1ccc(OCC(=O)OCC(=O)Nc2ccc(Br)cc2)cc1)S(=O)(=O)c1cccs1 | 7%
CCCn1c(C)nc2c(NC(C)CCCN(CC)CC)nc(C)nc21 (centres undefined) | -7%
CC(=O)c1c(C)nc(-c2ccc(Cl)cc2Cl)n1O | 2%
Cc1cc(C)cc(Oc2ccc(NC(=O)C3CC=CCC3C(=O)O)cc2)c1 (centres undefined) | -7%
CN(C)c1ccc(NC(=O)Nc2csc3ccccc23)cc1 | ?
COC(=O)CCCC1=CC2=C(c3ccccc3)C(=O)C(C)(OC(=O)C3CCCC3)C(=O)C2=CN1C1CCCC1 (centres undefined) | 2%[57.5 µM]
CCOc1ccc(S(=O)(=O)N(C)c2ccc(OCC(=O)Nc3nccs3)cc2)cc1 | -5%
O=C(Nc1ccccc1)Nc1ncc([N+](=O)[O-])s1 | 10%
CCOc1cc(/C=N/NC(=O)COc2nc(C)cc(COC)c2C#N)ccc1O | 1%
COc1ccc(C(=O)C2CCCN(C(=O)c3ccccc3C(C)=O)C2)cc1F (centres undefined) | 5%
Cc1cc2c3c(cccc3n1)C(=O)c1ccccc1-2 | 15%
Cc1ccc(NC(=O)c2ccc3c(c2)S(=O)(=O)c2ccccc2C3=O)cc1S(=O)(=O)N1CCOCC1 | -5%[57.5 µM]
N#CC1=C(N)Oc2n[nH]c(-c3ccccc3)c2C1c1ccsc1 (centres undefined) | -3%
COc1cc(NC(=O)CSc2nc3[nH]ncc3c(=O)n2-c2ccccc2C)cc(OC)c1OC | 4%
O=C(COc1ccc2ccccc2c1)N/N=C/c1ccccn1 | -6%
Nc1ccc(C(CC(=O)O)n2cccc2)cc1 (centres undefined) | 3%
Cc1ccc([N+](=O)[O-])cc1N/C=C1\CCCCC1=O | -7%
CCCOc1ccc(/C(O)=C2/C(=O)C(=O)N(CCCN3CCOCC3)C2c2ccncc2)cc1 (centres undefined) | -22%
COC(=O)c1sccc1NC(=O)Cc1ccc(OC)cc1 | 7%
C/C(=N\N=C\c1ccccc1F)c1nnn(-c2nonc2N)c1C | -17%
O=C(COC(=O)C1CCN(C(=O)Nc2ccccc2)CC1)NCC(F)(F)F | -2%
O=C(Nc1nc2ccccc2[nH]1)c1cc2ccccc2o1 | 0%
Cc1nnc(Nc2ccccc2F)s1 | 13%[57.5 µM]
CCCCCn1cnc2c(sc3nc4c(cc32)CSC(C)(C)C4)c1=O | ?
Cc1nnc(SCC(=O)Nc2cc(-c3cc(C)c(C)cc3C)nn2-c2ccccc2)s1 | -2%
CCOCCn1c(SCCCc2ccccc2)nc2c1c(=O)[nH]c(=O)n2C | 4%
O=C(O)Cc1ccc(N=Cc2c(O)ccc3ccccc23)cc1 | -13%
CCN(CC)CCn1c(NC(=O)c2ccc(C(F)(F)F)cc2)nc2ccccc21 | -3%
CCOC(=O)C1CCN(C(=O)C2(NC(=O)Nc3cccc(F)c3)CCCCC2)CC1 | 2%
CC(C)(C)c1cc[n+](C2=C([O-])c3ccccc3C(=O)/C2=N\S(=O)(=O)c2cccs2)cc1 | 2%[57.5 µM]
CCOc1cc(/C=N/NS(=O)(=O)c2ccc(OC)cc2)ccc1OCCN1CCOCC1 | -2%
COCCNC(=O)Cn1cnc([N+](=O)[O-])n1 | -7%
Brc1ccc(-c2ccc(/C=N/Nc3nc4ccccc4[nH]3)o2)cc1 | 9%
Cc1ccc2cc(CN(CC3CCCO3)C(=O)C(C)C)c(=O)[nH]c2c1 (centres undefined) | 6%
CCOc1ccc(N2C(=O)CC(N(CCc3ccccc3)C(=O)/C=C/C(=O)O)C2=O)cc1 (centres undefined) | 5%
C[C@@H](C(=O)NCCCCCC(=O)O)n1nnc2ccccc2c1=O | -8%[57.5 µM]
CC(=O)NC1=NC(=O)/C(=C/c2cc(C)n(-c3cccc(C(=O)O)c3)c2C)S1 | -6%[57.5 µM]
O=C(CN1CCN(Cc2ccccc2Cl)CC1)N/N=C/c1ccccn1 | -18%[57.5 µM]
COc1cccc(C2Nc3c(F)cc(Br)cc3C3C=CCC32)c1OC (centres undefined) | 7%
C[C@@H]1CN(Cc2nc(-c3cnccn3)no2)C[C@H](C)O1 | -6%
Cc1nc2scc(-c3cccs3)c2c(=O)n1N | -1%
CCCn1nnc2c(=O)oc3ccccc3c21 | -8%
NS(=O)(=O)c1cccc(NC(=O)COC(=O)Cc2ccc(S(=O)(=O)N3CCCCC3)s2)c1 | 0%
Cc1csc2c(=O)n(CCO)c(=O)[nH]c12 | -3%[57.5 µM]
CC(C)(C)NC(=O)NC12CC3CC(CC(C3)C1)C2 | -3%
O=C(Cn1cnc2ccccc21)N/N=C/c1ccco1 | 6%
Cc1ccccc1NC(=O)C1C2CC/C=C\CCC21 (centres undefined) | 7%
CCCCN(C(=O)Cc1cccs1)c1nnc(-c2cccnc2)s1 | 3%
CN(CC(=O)NNC(=O)c1cccnc1)S(=O)(=O)c1cc(Cl)ccc1Cl | -4%
O=C(CCC(=O)Nc1ccc(Br)cc1)N/N=C/c1cc([N+](=O)[O-])ccc1O | -16%
CCOC(=O)C1CCCN(C(=O)C(C)(C)Oc2ccc(Cl)cc2)C1 (centres undefined) | 0%
CCOC(=O)C1(CCCc2ccccc2)CCN(C(=O)CCn2cnnn2)CC1 | 8%
CC1Nc2ccccc2C(=O)N1NC(=O)c1ccc(Br)cc1 (centres undefined) | -4%
CC(=O)CSc1ncnc2sc3c(c12)CCC(C)C3 (centres undefined) | -8%
Cn1ncc2c(=O)n(/N=C/c3ccccc3)cnc21 | 6%
Nc1c(Cl)nc(-c2ccccc2)nc1Cl | -4%
CCOc1ccc(N2CC(C(=O)NCCN3C(=O)S/C(=C\c4ccc(OC)c(OC)c4)C3=O)CC2=O)cc1 (centres undefined) | 0%
O=C(/C=C/c1ccc2c(c1)OCO2)NCC1CCCO1 (centres undefined) | -3%
Nc1c(S(=O)(=O)O)cc(Nc2ccc(Nc3nc(Cl)nc(Nc4ccc(S(=O)(=O)O)cc4)n3)c(S(=O)(=O)O)c2)c2c1C(=O)c1ccccc1C2=O | 25µM*
O=C(COC(=O)CCCOc1ccc(Cl)cc1Cl)NCc1ccccc1 | -2%
CC(=O)c1cc(F)c(N2CCN(CCC#N)CC2)cc1C | -5%
O=c1[nH][nH]c(-c2ccccc2O)c1C(C[N+](=O)[O-])c1ccc(Cl)cc1Cl (centres undefined) | -8%
COCCCNC(=O)C1CCC(CNS(=O)(=O)c2ccc(Cl)cc2)CC1 (centres undefined) | -6%
COc1ccc(NS(=O)(=O)c2cccc(C(=O)N/N=C/c3cn(-c4ccccc4)nc3-c3ccc(OC)cc3)c2)cc1 | -13%[57.5 µM]

# Carrying on:
Structure | ERK EGF inh
COc1ccc(OC)c(NC(=O)CSc2nnc(C3CCCCC3)n2-c2ccccc2)c1 | -14%
CSc1ncc2ncn(C3OC(CO)C(O)C3O)c2n1 (centres undefined) | -15%[57.5 µM]
CC(c1ccccc1)N1C(=O)c2ccccc2C1(O)Cc1ccccc1 (centres undefined) | 4%
CC(C)(C)C1=CC(=O)C(=O)C(C(C)(C)C)=C1 | 7%
Cc1ccc(/C=N/NC(=O)CN2CCN(Cc3ccccc3)CC2)s1 | -7%[57.5 µM]
N#C/C(=N\Nc1ccc(Cl)cc1)C(N)=S | ?
Cc1ccc(CNC(=O)C(=O)NCC2OCCN2C(=O)c2ccc(Cl)cc2)cc1 (centres undefined) | 7%
CC(NC(=O)NNC(=O)c1ccncc1)(C(F)(F)F)C(F)(F)F | 5%
C/C(=N\NC(=O)c1c(C)nc2ccccn12)c1ccco1 | 0%
CC/C(=N\NC(=O)c1cccnc1)c1ccc2c(c1)OCCO2 | 6%
C=CCc1c(C)[nH]c(=O)[nH]c1=O | 8%
CC(C)CCNC(=O)C(c1ccco1)N(CC1CCCO1)C(=O)Cn1nnc2ccccc21 (centres undefined) | -6%
CSc1nsc(SCC(=O)Nc2ccc(OC(C)=O)cc2)n1 | -4%
CC1Cc2ccccc2N1C(=O)CN1CCC(C(N)=O)CC1 (centres undefined) | 30%
Cc1ccc(C(=O)/C=C/C(=O)c2ccc(C)cc2)cc1 | 25%
c1cnc(Sc2ccc3nnnn3n2)nc1 | 8%
CC1CN(C(=O)c2cccn(Cc3c(Cl)cccc3Cl)c2=O)CC(C)O1 (centres undefined) | 1%
CCC(c1nnnn1Cc1ccccc1)N1CCN(c2ccccc2)CC1 (centres undefined) | -4%
CC(C)CC(CC(C)C)=NNC(=O)c1ccc(CSc2nncn2C)cc1 | 1%
CCOC(=O)C1=C(NC(=S)NC(=O)c2ccccc2)c2ccccc2CC1(C)CC (centres undefined) | -3%
CCN1CCN(c2cc(C)c3cc(NC(=S)N4CC(C)CC(C)C4)ccc3n2)CC1 (centres undefined) | -2%
COC(=O)[C@@]1(Cc2ccccc2)[C@H]2c3cc(C(=O)N4CCCC4)n(Cc4ccsc4Br)c3C[C@H]2CN1C(=O)c1ccccc1 | -3%&2%

# Random excerpt: three records from the list.
Structure | ERK EGF inh
CCOC(=O)C1CCCN(C(=O)c2ccc(OC)c([N+](=O)[O-])c2)C1 (centres undefined) | -6%
N#CC1=C(N)Oc2n[nH]c(-c3ccccc3)c2C1c1ccsc1 (centres undefined) | -3%
Nc1ccc(C(CC(=O)O)n2cccc2)cc1 (centres undefined) | 3%
